Fluorescein autfl: qHTS Assay for Spectroscopic Profiling in Fluorescein Spectral Region; 59,000 tested, 0.91% active; Compound autofluorescence, 480/540 nm, fluorescein-equivalent; stronger effect = higher value; AID 593, 2007; max fluorescein-equivalent concentration, M; in the data active means max fluorescein-equivalent concentration above about 10 nM; inconclusive means between about 1.1 nM and that limit
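In this qHTS profile, compound fluorescence was measured with a 480 nm/540 nm filter pair following a 15-min room-temperature incubation in 100 mM Tris (pH 8.0). A six-point fluorescein series on each plate served for normalization.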
15-hLO inh: qHTS Assay for Inhibitors of 15-hLO (15-human lipoxygenase) | purified 15hLO-1, xylenol orange hydroperoxide absorbance | Potency, µM (series often up to 57.1 µM), without a hit: at the top dose activity change, negative = inhibition, most hits filed as inhibitors | 74,000 tested, 1.4% active; further: potency means the concentration at half of the fitted maximal effect; on the % scale 0 is the no-effect control and ±100 the full control effect; nearly all actives have a fitted effect of over 55% in size
Target sequence (P16050 whole entry, looked up): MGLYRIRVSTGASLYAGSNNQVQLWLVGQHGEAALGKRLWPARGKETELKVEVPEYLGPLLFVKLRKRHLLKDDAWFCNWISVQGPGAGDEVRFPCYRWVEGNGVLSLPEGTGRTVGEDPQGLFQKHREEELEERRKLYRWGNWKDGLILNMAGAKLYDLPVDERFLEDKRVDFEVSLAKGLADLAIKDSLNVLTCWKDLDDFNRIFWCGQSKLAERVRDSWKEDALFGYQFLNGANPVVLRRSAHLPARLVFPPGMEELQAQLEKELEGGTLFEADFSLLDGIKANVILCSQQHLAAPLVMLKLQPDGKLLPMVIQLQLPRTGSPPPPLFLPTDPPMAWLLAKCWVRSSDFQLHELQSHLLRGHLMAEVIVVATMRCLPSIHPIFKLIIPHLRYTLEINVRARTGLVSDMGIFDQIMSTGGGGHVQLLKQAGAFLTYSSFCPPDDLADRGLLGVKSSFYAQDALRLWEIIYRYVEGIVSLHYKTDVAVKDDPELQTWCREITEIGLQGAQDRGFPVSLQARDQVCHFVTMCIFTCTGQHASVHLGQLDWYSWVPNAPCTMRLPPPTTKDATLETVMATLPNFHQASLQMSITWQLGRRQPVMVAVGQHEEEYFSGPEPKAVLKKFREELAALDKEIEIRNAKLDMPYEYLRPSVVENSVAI
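Compounds were preincubated 15 min at room temperature with 40 nM purified human enzyme (25 mM Hepes pH 7.5, 0.01% Triton X-100); 50 uM arachidonic acid reacted 6 min. Fe-xylenol orange detection, 30 min, absorbance ratio 573/405 nm.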
Hsp90 Hop PPI: qHTS Assay for Disrupters of an Hsp90 Co-Chaperone Interaction | Potency, µM (series often up to 57 µM), for the others: at the top dose activity change, negative = inhibition | AID 595, 2007 | Hsp90 C-terminal peptide / TPR2A (Hop) interaction, human | 71,000 tested, 0.44% active | AlphaScreen TPR2A-His6 binding biotin-Hsp90 C-terminal peptide; active means well fitted curve in either direction with a large enough effect; inconclusive means small, poorly fitted or top-dose-only effect, or another doubt; further: potency means the concentration at half of the fitted maximal effect; on the % scale 0 is the no-effect control and ±100 the full control effect; many of its hits are not listed in these tables
TexasRed autofl: qHTS Assay for Spectroscopic Profiling in Texas Red Spectral Region. AID 587, 2007. 59,000 tested, 0.06% active. Compound fluorescence, Texas Red channel, 547/618 nm; stronger effect = higher value. max dye-equivalent concentration, M; in the data active means max dye-equivalent concentration above about 10 nM; inconclusive means between about 1.1 nM and that limit
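Compound titrations in 100 mM Tris pH 8.0 were incubated 15 min at room temperature and read at 547 nm excitation / 618 nm emission. Texas Red six-point standard curve on each plate converted fluorescence to dye-equivalent concentration.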
HADH2 inh: qHTS Assay for Inhibitors of HADH2 (Hydroxyacyl-Coenzyme A Dehydrogenase, Type II); 3-hydroxyacyl-CoA dehydrogenase type-2 (Homo sapiens), Q99714; recombinant HADH2, NADH fluorescence, beta-hydroxybutyryl-CoA; Potency, µM (doses to about 57.1 µM), for inactives: at the top dose activity change, negative = inhibition, usual class: inhibitors; 73,000 tested, 3.4% active; AID 886, 2007; further: potency means the concentration at half of the fitted maximal effect; on the % scale 0 is the no-effect control and ±100 the full control effect; nearly all actives have a fitted effect of over 60% in size; many of its hits are not listed in these tables
Target sequence (Q99714 whole entry, looked up, one chain of several): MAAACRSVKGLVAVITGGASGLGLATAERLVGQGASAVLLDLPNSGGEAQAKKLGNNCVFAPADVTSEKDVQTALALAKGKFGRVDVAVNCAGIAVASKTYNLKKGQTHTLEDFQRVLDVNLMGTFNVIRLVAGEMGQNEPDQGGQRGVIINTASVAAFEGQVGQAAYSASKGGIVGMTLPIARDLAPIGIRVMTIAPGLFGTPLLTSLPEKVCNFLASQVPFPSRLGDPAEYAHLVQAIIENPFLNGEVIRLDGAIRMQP
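E. coli-expressed His-tagged HADH2 tested at 20 nM in alkaline Tris buffer (pH 9.0); oxidation of 90 uM beta-hydroxybutyryl-CoA with 1 mM NAD+ tracked fluorimetrically for 4 min.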
HBB splicing: qHTS Assay for Modulators of Hemoglobin Beta Chain Splicing; 65,000 tested, 0.06% active; Potency, µM (top dose mostly 46.1 µM), without a hit: top-dose activation, most hits filed as activators; HBB splicing reporter cell assay, activation; EGFP reporter with mutant IVS2-654 intron; response scale: normalised to 500 nM splice-correcting PNA; further: potency means the concentration at half of the fitted maximal effect; 0% is about no effect
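HeLa cells stably expressing EGFP interrupted by mutant beta-globin intron 2 (IVS2-654), 500/well in 2% FCS. Treated with compound for 2 days at 37C. Splicing correction scored as total well GFP intensity (488 nm excitation, 500-520 nm emission); 500 nM antisense PNA served as control.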
DNA Pol III inh: qHTS Assay for Inhibitors of DNA Polymerase III Holoenzyme System; Potency, µM (series often up to 57.1 µM), for inactives: at the top dose activity change, negative = inhibition; 71,000 tested, 0.25% active; reconstituted DNA polymerase III holoenzyme replication, biochemical; AID 603, 2007; further: potency means the concentration at half of the fitted maximal effect; on the % scale 0 is the no-effect control and ±100 the full control effect
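Reconstituted *E. coli* holoenzyme (0.35 nM Pol III, 1 nM beta, 154 nM SSB, 2 nM primase) was preincubated with compound for 15 min at RT. Synthesis on 1.4 nM ssM13Gori ran 35 min, then was stopped with PicoGreen/EDTA and read as dsDNA fluorescence.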
Rhodamine autofl: qHTS Assay for Spectroscopic Profiling in Rhodamine Spectral Region; max dye-equivalent concentration, M; 59,000 tested, 0.05% active; Rhodamine-region fluorescence, 547/598 nm, Tris buffer; stronger effect = higher value; in the data active means max dye-equivalent concentration above about 11 nM; inconclusive means between about 1.1 nM and that limit
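Intrinsic compound fluorescence, ex 547 / em 598 nm, CCD imager. Tris 100 mM pH 8.0; 15 min RT. Output = rhodamine dye-equivalent concentration at each compound concentration.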
UbGFP stabilizer: Ubiquitin-GFP Assay; Ubiquitin-GFP reporter cells, proteasome inhibition, GFP fluorescence; response scale: untreated = 0%, 10 µM MG-132 = 100%; 67,000 tested, under 10 active; Potency, µM (doses to about 45.9 µM), inactives show at the top dose activation (GFP accumulation), usual class: activators; active means well fitted activation curve with a large enough effect, not every such curve was filed as active; inconclusive means small, poorly fitted or top-dose-only effect, or another doubt; inactive means no such curve, though single readings can be large or run the other way; further: potency means the concentration at half of the fitted maximal effect
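U2OS cells expressing ubiquitin(G76V)-GFP, seeded overnight in 0.5% FBS medium, then treated 4 hr at 37 C across 46 uM to 2.9 nM. GFP-positive cells counted by laser cytometry (488 ex/515 em); %activity scaled between basal and 10 uM MG-132.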
GFP derepression: qHTS Assay for Epigenetic Modulators. mouse C127i GFP locus derepression, cytometry, 30 h. Potency, µM (doses to about 46.1 µM), without a hit: at the top dose GFP derepression (activation). 68,000 tested, 0.09% active. AID 597, 2007; further: % of control where 0% means no effect
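Derepression screen: silenced CMV-GFP reporter in murine C127i cells, 30 h compound incubation at 37 C, washed cells imaged by laser-scanning cytometer to enumerate GFP-expressing objects of 20 to 120 um.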
4MU fluor: qHTS Assay for Spectroscopic Profiling in 4-MU Spectral Region | compound autofluorescence, 340/450 nm, 4-MU equivalents; stronger effect = higher value | max dye-equivalent concentration, M | 59,000 tested, 11% active | AID 589, 2007; in the data active means max dye-equivalent concentration above about 10 nM; inconclusive means mostly about 1.1 nM to 9.6 nM
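Compounds in 100 mM Tris, pH 8.0, sat 15 min at room temperature before fluorescence was read at 340 nm excitation/450 nm emission; a per-plate six-point 4-MU standard curve converted signals to dye-equivalent concentration at each compound concentration.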
Numbers without * were called inactive; i = inactive; ? = inconclusive; nt = not tested or not shown; [ ] = another dose, or the depositor's remark. Unless noted, the call rests on the fitted dose curve; in most records, active means well fitted curve in the direction sought with a large enough effect; inconclusive means small, poorly fitted or top-dose-only effect, or another doubt; inactive means no such curve, though single readings can be large; an effect the other way counts as inactive or inconclusive.

SMILES | Fluorescein autfl | 15-hLO inh | Hsp90 Hop PPI | TexasRed autofl | HADH2 inh | HBB splicing | DNA Pol III inh | Rhodamine autofl | UbGFP stabilizer | GFP derepression | 4MU fluor
CCC(=O)N1CCN(c2ccccc2NC(=O)Cc2ccccc2)CC1 | ? | -4% | -6% | i | 11% | -1.8% | -3% | i | 3% | 0% | i
Nc1cc(-c2ccco2)no1 | i | 2% | -1% | i | -12% | -0.3%[57.5 µM] | -1% | i | -2% | 2% | i
O=C(NCc1cccnc1)C1CC(=O)N(C2CCCCC2)C1 (stereo unspecified) | i | 9% | 10% | i | 8% | 0.4% | 8% | i | -6% | -2% | i
C=CCn1c(CCCNC(=O)CCC)nc2ccccc21 | i | 7% | 0% | i | 1% | -0.8% | 0% | i | -13% | -2% | i
Cn1c(=O)c2c(nc(NCCc3ccccc3)n2CC(=O)NCCc2ccccc2)n(C)c1=O | i | 2% | ? | i | 10% | -3.5% | 3% | i | 0% | -2% | i
CCOC(=O)c1c(C)c(C(=O)O)n(C)c1C | nt | 5%[11.4 µM] | -8%[11 µM] | nt | 4%[11.4 µM] | 1.8%[0.0738 µM] | 0%[11.4 µM] | nt | 8%[9.17 µM] | 0% | nt
CNCCNS(=O)(=O)c1cccc2cnccc12 | i | 14% | -5% | ? | -3% | 0.9% | -2% | i | -2% | 0% | i
Cc1cc2ccccc2c(=O)n1CC(=O)NCC(=O)N1CCN(c2ccccc2)CC1 | i | -7% | -5% | i | 12% | -0.1% | -3% | i | 10% | 0% | i
COc1ccc(CCNC(=O)CSc2nnnn2-c2ccccc2)cc1 | nt | 3% | 0% | nt | 0% | 1.2%[9.22 µM] | -5% | nt | 8% | -2% | nt
CN(c1ccccc1C(=O)N1CCCC1)S(C)(=O)=O | i | 1% | -4% | i | -4% | -2.7% | 3% | i | 0% | 7% | i
Cc1occc1-c1nnc(SCC(=O)N2CCc3ccccc32)o1 | i | 1% | -1% | i | 25% | nt | -1% | i | -1% | 13% | ?
Cn1c(=O)[nH]c(=O)c2c1nc(Br)n2CCSc1nc2ccccc2o1 | ? | -12% | -2% | i | -24% | -0.1%[57.5 µM] | -5% | i | -2% | -2% | i
COC(=O)c1sc2nc(N3CCCCC3)c3c(c2c1N)CC(C)(C)N(C)C3 | i | nt | nt | i | nt | nt | nt | i | nt | -2%[20.6 µM] | 5.9e-07M*
Cc1nnc(SCC(=O)N2CCc3ccccc32)n1-c1ccccc1 | ? | 2% | -5% | i | 7% | 1.4% | -9% | i | -6% | 5% | i
CC(C)(C)c1ccccc1NC(=O)c1cccnc1 | i | 5% | -2% | ? | 9% | -2.4% | 32µM* | i | 2% | 0% | i
CCN1CCN(c2ncc(C(=O)N3CCCc4ccccc43)c3ccccc23)CC1 | i | -24% | ? | i | -6% | -0.5% | -1% | i | 8% | 4% | i
CCSc1nnc(NC(=O)CSc2nnc(Cc3cccn3C)n2-c2ccc(C)cc2)s1 | i | -5% | -3% | i | -10% | -0.5% | 1% | i | -6% | 4% | i
O=C(OCn1nnc2ccccc2c1=O)c1ccc2ccccc2n1 | ? | -9% | ? | i | 5% | -0.2%[57.5 µM] | 1% | i | 0% | 0% | i
COc1ccc(CCNS(=O)(=O)c2ccc3c(c2)OCCO3)cc1 | i | -1% | -3% | i | -3% | -0.3% | -1% | i | 1% | 3% | i
O=C(c1ccncc1)N1CCC[C@@]2(CCN(Cc3ccncc3)C2)C1 | i | 1% | -2% | i | 6% | 0.9% | -4% | i | 7% | -4%[9.22 µM] | i
COc1ccc(C(=O)N2c3cc4c(cc3C(C)=CC2(C)C)OCO4)cc1 | i | -24% | -29% | ? | 8% | -1.4% | -2% | i | 1% | -3% | i
O=C(O)c1cc(-c2ccncc2)nc2ccc(F)cc12 | ? | 1% | -1% | i | 10% | nt | -6% | i | 1% | 1% | 1.2e-08M*
Cc1nc(N2CCN(C)CC2)[nH]c(=O)c1Cc1cccc2ccccc12 | ? | -10% | -1% | i | 1% | 0.9%[0.369 µM] | -7% | i | nt | 0% | i
CN(Cc1ccccc1)S(=O)(=O)c1ccc2c(c1)OCCO2 | i | 0% | 13% | i | 8% | -0.3% | 0% | i | 5% | 0% | i

Laid out differently: results already given
Screens in order – Fluorescein autfl, 15-hLO inh, Hsp90 Hop PPI, TexasRed autofl, HADH2 inh, HBB splicing, DNA Pol III inh, Rhodamine autofl, UbGFP stabilizer, GFP derepression, 4MU fluor
> CC(C)(C)c1ccccc1NC(=O)c1cccnc1
 : i, 5%, -2%, ?, 9%, -2.4%, 32µM*, i, 2%, 0%, i
> CCN1CCN(c2ncc(C(=O)N3CCCc4ccccc43)c3ccccc23)CC1
 : i, -24%, ?, i, -6%, -0.5%, -1%, i, 8%, 4%, i

(cont.)
SMILES | Fluorescein autfl | 15-hLO inh | Hsp90 Hop PPI | TexasRed autofl | HADH2 inh | HBB splicing | DNA Pol III inh | Rhodamine autofl | UbGFP stabilizer | GFP derepression | 4MU fluor
Cc1cc(C)c(C(=O)Nc2ccc(S(=O)(=O)Nc3onc(C)c3C)cc2)c(C)c1 | nt | 1% | -4% | nt | -2% | -0.7% | -12% | nt | -8% | -2% | nt
CC(=O)Nc1ccc(S(=O)(=O)NCCc2ccccc2)cc1 | i | -1% | -3% | i | 3% | -0.1% | 1% | i | 0% | 3% | i
CCCn1c(SCC(=O)NCC2CCCO2)nc2c1c(=O)n(C)c(=O)n2C (stereo unspecified) | ? | 7% | 0% | i | -11% | 0.0%[57.5 µM] | -3% | i | 4% | 6% | i
CCOC(=O)c1ccc(-n2c(-c3ccco3)nc3ccccc3c2=O)cc1 | i | -2% | -1% | i | 10% | nt | -2% | i | -1% | 0% | i
CCn1cc(C(=O)NCc2ccco2)c(=O)c2cc(S(=O)(=O)N3CCc4ccccc4C3)ccc21 | i | -23% | -4% | i | -12% | 1.6%[1.84 µM] | 7% | i | 16% | -2% | i
C=CCn1c(SCC(=O)NCc2ccco2)nc2sc3c(c2c1=O)CCC3 | nt | 3% | -5% | nt | 2% | 1.2% | -5% | nt | 17% | -2% | nt
COC(=O)CN1CCN(C(c2ccccc2)c2ccccc2)CC1 | i | 6% | -2% | i | 9% | -0.3% | -2% | i | 10% | 0% | i
O=C(CCC(=O)N(c1ccccc1)C(C(=O)NC1CCCC1)c1ccncc1)Nc1cccnc1 (stereo unspecified) | ? | -2% | -2% | i | 18% | 2.9% | 46% | i | 1% | -2% | 1.5e-08M*
CCc1nnc(NC(=O)C2CC(=O)N(CCc3ccccc3)C2)s1 (stereo unspecified) | i | 7% | -2% | ? | -4% | 0.0%[57.5 µM] | -6% | i | -2% | 0% | i
CCCCn1nnc(NC(=O)c2ccco2)n1 | i | 1% | -7% | i | -8% | 0.4% | -1% | i | -2% | 0% | i
CC(NC(=O)CSc1ncnc2nc[nH]c12)c1ccccc1 (stereo unspecified) | nt | 5%[11.4 µM] | -4%[11 µM] | nt | -3%[11.4 µM] | -3.3%[0.0738 µM] | -8%[11.4 µM] | nt | 14%[9.17 µM] | -2% | nt
O=C(c1csnn1)N1CCC[C@@]2(CCN(c3ccccn3)C2)C1 | i | 2% | -3% | i | -10% | 0.6% | -2% | i | -9% | 5%[9.22 µM] | i
O=C1c2ccccc2C(Cc2ccncc2)(Cc2ccncc2)c2ccccc21 | nt | ? | 2% | nt | -2% | nt | -4% | nt | 4% | 0% | nt
C=CCn1c(SCC(=O)c2cccs2)nc2sc(C)cc2c1=O | ? | -14% | 1% | i | 0% | 0.9% | -8% | i | -1% | -2% | i
CC(C)CNc1nc2c(c(=O)n(C)c(=O)n2C)n1Cc1cccc(Br)c1 | ? | nt | nt | i | nt | nt | nt | i | nt | 3%[20.6 µM] | i
COCCCn1nnnc1SCC(=O)Nc1nc(C)c(C)s1 | ? | 5% | -2% | i | -16% | nt | -2% | i | 2% | 2% | i
CC1(C)CC(=O)C2=C(C1)OC(N)=C(C#N)C2C#Cc1ccccc1 (stereo unspecified) | i | -27% | -6% | ? | -2% | nt | 0% | i | -4% | ? | i
CCOC(=O)CSc1nnc(CNC(=O)c2ccc(S(=O)(=O)N3CCCCC3)cc2)n1C | i | 9% | -4% | ? | 5% | 1.8% | -8% | i | 13% | 8% | i
Fc1ccc(Nc2nc(Oc3ccc4c(c3)OCO4)nc(N3CCOCC3)n2)c(F)c1 | nt | 6% | -1% | nt | -5% | -2.1% | -1% | nt | 4% | 0% | nt

Screening results deposited in PubChem by National Center for Advancing Translational Sciences (NCATS).

The list is partial; count on the stated rates, not on these rows.
